CYP2C19 inh – human CYP2C19 inhibition; CYP2C19 Supersomes, luciferin-H EGE luminescence, 30 min; P33261; 96,000 tested, 21% active; inhibition, % at 5 µM; AID 778;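 active = CYP2C19 inhibition above a set limit at 5 µM in the primary screen, cut at about 50% in these data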;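 note: plate controls were negative control wells for no effect and 2.5 mM tranylcypromine positive control for full effect; values of inactives mirror those of a sister screen read the other way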
Target sequence (P33261 whole entry, looked up): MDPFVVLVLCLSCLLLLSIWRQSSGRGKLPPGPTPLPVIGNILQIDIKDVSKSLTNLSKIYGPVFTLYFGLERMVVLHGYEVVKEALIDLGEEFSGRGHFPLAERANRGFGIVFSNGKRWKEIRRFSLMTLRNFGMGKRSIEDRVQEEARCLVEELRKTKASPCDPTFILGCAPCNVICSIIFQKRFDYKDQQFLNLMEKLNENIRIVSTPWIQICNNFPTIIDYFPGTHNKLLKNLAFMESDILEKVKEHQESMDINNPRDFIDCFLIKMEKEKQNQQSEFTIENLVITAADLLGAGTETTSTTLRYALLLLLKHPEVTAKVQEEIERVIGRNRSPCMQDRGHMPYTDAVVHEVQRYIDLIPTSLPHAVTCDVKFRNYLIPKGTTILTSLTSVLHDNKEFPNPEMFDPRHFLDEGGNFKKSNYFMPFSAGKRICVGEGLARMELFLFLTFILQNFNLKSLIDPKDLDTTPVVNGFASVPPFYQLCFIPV
VCAM1 TNFa inh – reduces TNF alpha induced VCAM1 expression in HUVEC | HUVEC TNFa-induced VCAM-1 immunofluorescence, high-content imaging | inhibition, % at 2 µM | 95,000 tested, 0.48% active | AID 802;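 active = inhibition above the batch mean plus 3 SD, with images confirmed as a hit by eye, cut at about 37% in these data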;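 note: 0% = TNF-stimulated DMSO wells and 100% = unstimulated control wells; not every result past the cut was called active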
HUVEC tox IL1B – toxic to HUVEC cells under IL-1B stimulation | HUVEC cell count loss, Hoechst imaging, IL-1B stimulated | cell count reduction, % at 2 µM | 94,000 tested, 0.41% active | AID 845;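 active = cell count reduction more than 3 SD above the screen-wide mean, cut at about 70% in these data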;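 note: normalized per plate to untreated control cells as the no-loss baseline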
TNFa cytotox – toxic to HUVEC cells under TNF alpha stimulation. HUVEC TNFalpha-stimulated, Hoechst cell count, imaging. 93,000 tested, 0.17% active. cell count reduction, % at 2 µM;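 active = cell count reduction exceeding the screen mean by over 5 SD, scaled to untreated wells per plate, cut at about 78% in these data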;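 note: cells counted after 24 h of TNF alpha exposure following the 1 h pretreatment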
CYP2C9 activ – activators of human CYP2C9 | P11712 | recombinant CYP2C9, luciferin-H conversion, luminescence; hits give high values; factor 1 = untreated enzyme, 0 = blocked | activation factor at 5 µM | 96,000 tested, 1.4% active;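 active = activation factor of 2 or more for CYP2C9 at a 5 µM dose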;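 note: 0 = sulfaphenazole-blocked wells and 1 = vehicle-only wells; values of inactives mirror those of a sister screen read the other way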
Target sequence (P11712 whole entry, looked up): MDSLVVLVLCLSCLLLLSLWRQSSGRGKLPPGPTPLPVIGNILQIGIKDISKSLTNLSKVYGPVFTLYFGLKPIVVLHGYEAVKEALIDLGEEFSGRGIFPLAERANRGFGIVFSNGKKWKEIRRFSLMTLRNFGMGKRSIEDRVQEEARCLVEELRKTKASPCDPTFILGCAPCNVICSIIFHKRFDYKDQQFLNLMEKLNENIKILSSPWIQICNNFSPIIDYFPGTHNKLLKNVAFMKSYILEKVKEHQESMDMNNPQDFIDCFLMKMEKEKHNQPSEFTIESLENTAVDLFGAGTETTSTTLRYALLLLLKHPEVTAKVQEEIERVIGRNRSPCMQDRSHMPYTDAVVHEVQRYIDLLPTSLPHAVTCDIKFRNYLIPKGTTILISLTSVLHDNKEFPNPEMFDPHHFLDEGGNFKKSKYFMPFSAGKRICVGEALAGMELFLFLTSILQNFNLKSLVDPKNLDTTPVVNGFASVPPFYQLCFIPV
CYP2C19 act – increases human CYP2C19 enzyme activity; activation factor at 5 µM; recombinant CYP2C19, luciferin-H EGE luminescence; hits give high values; 0 = fully inhibited enzyme, 1 = untreated enzyme; 96,000 tested, under 10 active;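 active = activation factor of at least 2 at 5 µM in the primary screen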;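 note: 0 = wells with 2.5 mM tranylcypromine and 1 = vehicle-only wells; values of inactives mirror those of a sister screen read the other way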
Candida biofilm – kills Candida albicans biofilms; C. albicans biofilm + clotrimazole, Alamar Blue; inhibition, % at 6 µM; 85,000 tested, 0.14% active;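 active = inhibition above 20%; inactive = inhibition below 20%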;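 note: preformed 24 hr biofilms exposed to compound for 48 hr; 0% = biofilm without compound and 100% = blank killed by clotrimazole plus chlorhexidine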
hDAT+cocaine – human DAT dopamine uptake with cocaine, either direction; LLC-PK1 hDAT cells, [14C]-dopamine uptake with cocaine IC80; actives deviate in either direction; B-score at 10 µM; 110,000 tested, 1.3% active; AID 449768; Q01959;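 active = Z score or B-score, a plate-position-corrected score, falls beyond the plate's 99.7% confidence bounds, in either direction; inactive = both scores lie inside the 99.7% bounds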;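 note: scored against the spread of the other compound wells on the same plate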
CYP2C9 inhib – inhibitors of human CYP2C9; P11712; CYP2C9 Supersomes, luciferin-H conversion, luminescence; inhibition, % at 5 µM; 96,000 tested, 20% active;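 active = blocking of liver enzyme CYP2C9 beyond about 50% at 5 µM, limit read from the data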; note: values of inactives mirror those of a sister screen read the other way
An asterisk follows results filed as active; . = not tested or not shown.

SMILES	CYP2C19 inh	VCAM1 TNFa inh	HUVEC tox IL1B	TNFa cytotox	CYP2C9 activ	CYP2C19 act	Candida biofilm	hDAT+cocaine	CYP2C9 inhib
CC1(C)CC(=O)c2c(Cc3ccccc3)n[nH]c2C1	29	16	23	-33	0.8	0.7	7	0.00089	22
Cc1ccc(S(=O)(=O)Cc2sc3ccccc3[n+]2C)cc1	36	1	-16	-23	1.8	0.6	1	-0.021	-82
Cn1c(=O)c2c(nc(N3CCN(c4ccccc4)CC3)n2CCCc2ccccc2)n(C)c1=O	13	16	32	13	0.9	0.9	2	0.0052	13
CCCCCCCCS(=O)c1sc2nc3c(cc2c1N)CCCC3 (stereo unspecified)	.	-35	8	-22	.	.	-4	0.69	.
CC1CCN(S(=O)(=O)c2cc(Cl)ccc2Br)CC1	98*	-2	-18	11	3.1*	0	.	0.19	-213
O=C(CNS(=O)(=O)c1cccc(C(F)(F)F)c1)Nc1ccccc1F	75*	5	8	-23	1.2	0.3	6	1.4	-20
Cc1ccc(-c2csc(=S)n2CC(=O)OCC(=O)NCc2ccc(F)cc2)cc1	80*	4	.	-28	0.1	0.2	.	-1.6	87*
Cc1ccc(C(=O)ONc2ccc(N=O)cc2)cc1	-4	-2	-11	-14	0.1	1	.	0.85	93*
Cc1ccc(C(C)C)c(OCCNS(C)(=O)=O)c1	7	5	84*	-3	1	0.9	1	-0.46	4
O=C(Nc1ccccc1)N1CCN(c2ccc(F)cc2)CC1	.	16	-13	-12	.	.	6	1.1	.
Cn1c(=O)oc2ccc(C(=O)CSc3nnnn3-c3ccccc3)cc21	13	-9	-17	-17	0.9	0.9	10	1	5
c1cc(-c2nc3cc(Cc4ccc5oc(-c6ccncc6)nc5c4)ccc3o2)ccn1	11	.	.	.	0.5	0.9	3	.	51*
CCCCNC(=O)c1onc(CCl)c1C(=O)OC	15	8	-38	-4	1.1	0.8	.	0.8	-8
O=C(O)CSc1nnc(Cn2nnc3ccccc32)n1CCc1ccccc1	-15	3	8	-14	1.1	1.2	7	0.063	-14
CC(C)OCCCN1CN(S(=O)(=O)c2cccc(Cl)c2)c2nc3ccccc3nc21	54*	18	17	-14	0.2	0.5	4	0.72	81*
c1ccc(-n2c(Cc3cccnc3)nc3cnccc32)cc1	.	6	5	-13	.	.	.	0.34	.
CCc1ccc(CCC(=O)Nc2ccc(C)c(C)c2)o1	51*	.	.	.	0.9	0.5	.	-0.8	14
Cc1cc(OCCNCCO)cc(C)c1Cl	34	10	-1	-17	0.8	0.7	12	-0.61	22
CCN=C1SC(CC(=O)NC(C)C)C(=O)N1CC (stereo unspecified)	7	4	-13	5	1.4	0.9	5	0.91	-42
O=C(CN1C(=O)C2C3C=CC(C3)C2C1=O)Nc1ccc2nccnc2c1 (stereo unspecified)	1	0	16	-5	0.9	1	-7	0.028	11

Overlap with the part before: 3 entries; new compounds follow.
SMILES	CYP2C19 inh	VCAM1 TNFa inh	HUVEC tox IL1B	TNFa cytotox	CYP2C9 activ	CYP2C19 act	Candida biofilm	hDAT+cocaine	CYP2C9 inhib
Cc1cc(OCCNCCO)cc(C)c1Cl	34	10	-1	-17	0.8	0.7	12	-0.61	22
CCN=C1SC(CC(=O)NC(C)C)C(=O)N1CC (stereo unspecified)	7	4	-13	5	1.4	0.9	5	0.91	-42
O=C(CN1C(=O)C2C3C=CC(C3)C2C1=O)Nc1ccc2nccnc2c1 (stereo unspecified)	1	0	16	-5	0.9	1	-7	0.028	11
CCOC(=O)c1c(C)[nH]c(C(=O)OC)c1CCC(=O)OC	23	-5	-38	0	0.9	0.8	4	0.71	13
CC1(C)CC(=O)C2=C(C1)Nc1ccccc1NC2c1ccc2c(c1)OCO2 (stereo unspecified)	7	3	-18	-11	1	0.9	8	-0.35	0
Clc1ccc(CN2CCN(c3ncnc4scc(-c5cccs5)c34)CC2)cc1	84*	11	-18	-65	0.7	0.2	6	1.8	29
CCOC(=O)c1cc(-c2ccc(F)cc2)n(CC(=O)Nc2nccs2)c1C	.	5	2	2	.	.	6	-1.4	.
C=CCn1c(SCc2ccccc2)nnc1-c1cccnc1	36	15	-68	-24	1	0.6	7	0.2	-4
CCn1c(SCC(=O)NCCc2ccccc2)nc2c(c1=O)SC(C)C2 (stereo unspecified)	76*	18	5	-32	0.1	0.2	5	0.26	92*
CCOc1ccc(N(CC(=O)Nc2ccc(C)cc2)S(=O)(=O)c2c(C)noc2C)cc1	-10	7	3	-26	0.8	1.1	8	-0.35	18
CCOC(=O)c1c(NC(=O)Cn2cc([N+](=O)[O-])cn2)sc2c1CCC2	6	19	-18	13	0.9	0.9	.	-1.3	10
O=C(Nc1sc2c(c1C(=O)O)CCC2)c1cccs1	85*	-5	4	-14	0.3	0.2	4	.	70*
COc1ccccc1-n1c(=O)[nH]c2c(C(N)=O)nc(CC(C)C)nc21	-11	10	3	-30	1	1.1	4	-0.48	-1
COC(=O)C1C(=O)N2CCCSC2=C(C#N)C1c1cccs1 (stereo unspecified)	35	3	27	-2	0.8	0.7	2	0.013	19
O=C(O)c1oc2ccccc2c1-n1cccc1	-2	5	-53	-13	1	1	1	-0.027	-4
COc1cccc(N2CCCn3c2nc2c3c(=O)n(CCN3CCOCC3)c(=O)n2C)c1	1	21	9	-24	1.1	1	-2	0.63	-11
CC1CCCC(C)N1C(=O)CSc1nc2ncnc(N)c2[nH]1 (stereo unspecified)	14	5	-33	4	0.9	0.9	6	-0.075	11
Cc1ccccc1CS(=O)(=O)CCC(=O)NCCCN1CCOCC1	8	10	4	-6	0.9	0.9	.	.	6
Cc1cc(Cl)ccc1NC(=S)Nc1cccnc1	54*	8	-8	1	0.8	0.5	6	1.2	16
CCNC(=O)c1cc2c(=O)n3cccc(C)c3nc2n(Cc2ccc(C)cc2)c1=N	1	.	.	.	1	1	-1	1.6	3
Cc1cc(NC(=O)c2noc3c2CCCC3)no1	-10	.	.	.	1.1	1.1	3	-0.32	-12
CCCN(CCC)CCNC(=O)CS(=O)Cc1nc(-c2ccc(C)cc2)oc1C (stereo unspecified)	3	6	-58	-21	0.8	1	9	-0.081	17
CCOP(=O)(OCC)C(NCc1ccccc1)c1ccc(Br)cc1 (stereo unspecified)	54*	4	-12	-6	0.9	0.5	-1	0.078	14
C=Cn1nc(C)c2ccccc2c1=O	-7	-9	-10	-22	1.2	1.1	-2	-0.57	-15
CCOC(=O)c1c(C)n(C)c2ccc(OCC(O)Cn3c(C)nc4ccccc43)cc12 (stereo unspecified)	47	-4	-42	-16	0.3	0.5	.	2*	70*
C=CCNc1nc(C)c(C(C)=O)cc1C#N	12	19	17	-20	1.2	0.9	4	-1	-22
COc1cc(C2c3c(-c4cc(C)cc(C)c4O)n[nH]c3C(=O)N2CCCO)cc(OC)c1OC (stereo unspecified)	3	.	23	.	0.6	1	7	0.058	44
COc1ccc(C(C(=O)NC2CCCCC2)N(Cc2cccs2)C(=O)Cc2c[nH]c3ccccc23)cc1 (stereo unspecified)	49	8	.	-11	0.3	0.5	.	0.67	68*
CCOC(=O)CSc1nnc(-c2ccoc2C)n1-c1ccc(C)cc1	.	-2	4	-12	.	.	6	1.7	.
COC(=O)c1ccc(-c2sc3nc(N4CCOCC4)c4c(c3c2N)CC(C)(C)OC4)o1	8	.	.	.	0.7	0.9	.	-0.028	31
CCO/N=C(/C)c1c(O)c(C)c(-c2ccccc2)n(-c2ccccc2)c1=O	.	-19	-31	-24	.	.	1	0.29	.
CCN(CC)S(=O)(=O)c1ccc(C2CNC(=O)C2)cc1 (stereo unspecified)	-19	-14	-2	-7	0.9	1.2	.	-0.25	10
N#Cc1ccc(N2CCN(C(=O)c3cccc(F)c3)CC2)c(F)c1	92*	.	.	.	0.7	0.1	12	0.64	31
CNC(=O)CSc1nnc(-c2cc(C)cc(C)c2)o1	11	-1	-137	-15	1.5	0.9	10	-0.092	-53
COC(=O)C(CC(C)C)NC(=O)c1ccc(F)cc1 (stereo unspecified)	15	-8	-5	-31	1	0.8	.	-0.0065	3
CCn1cc(NC(=O)Nc2ccccc2C(=O)OC)c(C(N)=O)n1	-9	7	11	-20	1	1.1	4	-0.12	-2
CN1C(=O)OC2(C)CCc3ccccc3C12C (stereo unspecified)	22	15	-18	-28	0.9	0.8	7	-0.78	12
COCCn1ccc(O)c(Cc2ccc(Cl)cc2)c1=O	30	4	-35	6	0.8	0.7	.	-1.1	15
Cc1ccc(-c2nc(N)n(C(=O)Cc3ccccc3)n2)cc1	6	-6	11	-32	1	0.9	0	.	-2
CC1(C)Cc2c(c(-c3ccco3)nc3n[nH]c(N)c23)CO1	16	-9	-46	-8	0.9	0.8	-4	-0.15	6
O=C(C1CCCN(Cc2ccccc2)C1)N1CCCCC1 (stereo unspecified)	-6	9	9	-18	1	1.1	0	-0.89	4
Cn1c(C(=O)NCc2ccccn2)cc2c(=O)n3ccccc3nc21	.	18	-39	-24	.	.	4	-0.084	.
COc1ccc(-n2cnc3c(cnn3CCC#N)c2=N)cc1	77*	4	-16	-6	0.9	0.2	3	-0.54	8
Cc1ccc(OCC(=O)N2CCN(C(=O)Cc3ccccc3)CC2)cc1	11	-11	9	7	1	0.9	.	0.78	0
Cc1cc(C)c(C)c(OCC(=O)NCCN(C)C)c1	0	-15	-8	-18	1	1	2	-0.34	-5
CCC1CCCCN1CCCn1c(=S)[nH]c2ccccc2c1=O (stereo unspecified)	6	13	-10	.	0.9	0.9	10	1.1	10
Cc1ccc(-c2cn(-c3ccccc3)c3[n+]2CCCS3)cc1	-2	1	26	-19	1	1	7	0.064	-1
COC(=O)C(NC(=O)c1ccccc1)(Nc1nc(C)cs1)C(F)(F)F (stereo unspecified)	43	21	-6	21	0.9	0.6	0	-1.1	12
CCc1ccc(OCc2ccc(C(=O)NCc3ccccn3)o2)cc1	71*	.	.	.	0.4	0.3	7	1.5	55*
Cc1ccccc1-n1c(Cc2cccs2)n[nH]c1=S	19	7	-35	-5	1	0.8	.	0.091	-5
Cc1cc(=O)oc2cc(OCC(=O)Nc3nnc(C(C)C)s3)ccc12	-7	7	16	68	0.9	1.1	-3	0.094	15
CC(CCc1ccccc1)NS(=O)(=O)c1ccccc1 (stereo unspecified)	55*	7	-23	22	0.3	0.5	.	1.1	75*
CCOC(=O)c1ccccc1NC(=O)CN(c1ccccc1C)S(C)(=O)=O	96*	2	-14	-23	0.2	0	6	0.069	78*
O=S(=O)(c1cccc(C(F)(F)F)c1)N(CCCN1CCOCC1)Cc1cccs1	64*	10	-7	-23	0.8	0.4	3	2.1	21
C=C(C)CSc1nnc(-c2ccc(OC)cc2)n1N	-7	8	17	-16	1.1	1.1	.	0.94	-7
c1ccc2c(N3CCOCC3)nc(N3CCOCC3)nc2c1	.	15	-22	-13	.	.	9	-0.33	.
Cc1ccc(NC(=O)CCn2cccc2)cc1Cl	86*	9	-16	-1	0.7	0.1	3	0.2	32
O=C1CC(SCc2nc3ccccc3[nH]2)C(=O)N1c1ccc(F)c(Cl)c1 (stereo unspecified)	52*	-6	11	-12	0.7	0.5	-1	-0.51	32
Cn1nnnc1SCc1cn2cccnc2n1	-16	10	-4	-9	1.2	1.2	10	-0.054	-16
COC(=O)c1c(C)oc2ccc(OC(=O)c3cccs3)cc12	-1	17	-100	-39	0.1	1	6	-0.48	85*
COc1ccc(-n2c(Cc3cccn3C)nnc2SCC(=O)Nc2ccccc2C)cc1	18	3	-3	-4	0.7	0.8	11	2.4	31
COC(=O)CSc1nsc(SCC(=O)OC)c1C#N	54*	.	-10	.	0.8	0.5	6	-1.2	23

Assay outcomes as filed in PubChem.
